Screening results deposited in PubChem by several laboratories.
GPR7 antag – antagonists of human GPR7 (neuropeptides B/W receptor 1) | AID 1861 | hit rate 1.1% among 290,000 | GPR7-expressing cells, fluorescence antagonist assay | inhibition, % at 4.4 µM; in the data active = inhibition above about 16%, passing the limit was not always enough;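 also: cells stimulated with the agonist NPW; 0% = agonist with vehicle and 100% = vehicle without agonist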
Target sequence (P48145 whole entry, looked up): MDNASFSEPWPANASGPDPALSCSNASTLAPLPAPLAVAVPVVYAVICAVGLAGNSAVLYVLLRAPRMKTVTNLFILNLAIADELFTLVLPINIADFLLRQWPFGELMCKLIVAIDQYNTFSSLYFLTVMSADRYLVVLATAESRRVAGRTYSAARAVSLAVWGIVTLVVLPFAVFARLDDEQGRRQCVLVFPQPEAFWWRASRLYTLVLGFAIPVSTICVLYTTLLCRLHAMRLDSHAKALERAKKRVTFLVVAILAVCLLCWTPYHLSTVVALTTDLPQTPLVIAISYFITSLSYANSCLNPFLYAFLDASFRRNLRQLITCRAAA
DNA FID counter – counter-screen for HCV NS3 helicase inhibitors: DNA intercalator displacement; hit rate 0.17% among 290,000; AID 1845; DNA fluorescent intercalator displacement, fluorescence; inhibition, % at 7.9 µM; in the data active = inhibition above about 37%;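 also: 0% = vehicle and 100% = reference compound; higher means more ethidium bromide displaced from hairpin DNA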
MEKK3 PB1 HTS – modulators (inhibitors or enhancers) of MEK5 binding to human MEKK3 PB1 domain | bead-based flow cytometry, Alexa488-MEK5 binding to MEKK3; actives lie on both sides; 0 = blocked by unlabeled MEK5, 100 = vehicle | binding response (% of control), % at 10 µM | hit rate 1.4% among 290,000;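 active = binding response more than 3 SD above or below the average of its plate-row segment, actives on both sides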;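 also: Alexa488 bead fluorescence after subtracting the streptavidin-only scavenger bead signal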
PHOSPHO1 inh – inhibitors of human PHOSPHO1 phosphatase. recombinant PHOSPHO1, absorbance phosphatase assay. inhibition, % at 13.3 µM. hit rate 1.1% among 290,000. AID 1565; in the data active = inhibition above about 60%
Target sequence (Q8TCT1 whole entry, looked up): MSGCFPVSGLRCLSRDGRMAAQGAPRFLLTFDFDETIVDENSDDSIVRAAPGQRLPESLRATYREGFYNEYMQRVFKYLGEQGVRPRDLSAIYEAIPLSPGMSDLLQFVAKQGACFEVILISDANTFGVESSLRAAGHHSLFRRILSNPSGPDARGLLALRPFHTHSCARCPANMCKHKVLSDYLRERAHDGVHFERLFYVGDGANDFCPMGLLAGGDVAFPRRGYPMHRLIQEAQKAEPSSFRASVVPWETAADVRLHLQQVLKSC
MEKK2mut PB1 HTS – signal of MEK5 binding to mutant human MEKK2 PB1 domain. bead flow cytometry, Alexa488-MEK5 binding to MEKK2 mutant. hit rate 0.35% among 290,000. percent response, % at 10 µM; in the data active = percent response above about 24%, passing the limit was not always enough; also: inactives centre near 1; some results filed as inactive read as strong as hits; reference of the scale not given here
MEKK2 WT-MEK5 – raises or lowers MEK5 binding to wildtype human MEKK2 PB1 domain. binding response (% of control), % at 10 µM. Q9Y2U5. bead flow cytometry, Alexa488-MEK5 binding to MEKK2 WT; actives lie on both sides. hit rate 1.1% among 290,000; in the data active = binding response below about 67% or above about 130%
NALP1 inh – NALP1 inhibition. inhibition, % at 10 µM. S. cerevisiae NALP1/ASC/caspase-1 growth, X-gal OD620, 72 h. hit rate 0.61% among 280,000; in the data active = inhibition mostly above about 24%, no sharp cut-off; inactive = mostly below about 32%; also: some compounds called inactive have numbers as strong as hits
PfM18AAP inh – blocks P. falciparum M18 aspartyl aminopeptidase | recombinant PfM18AAP, H-Glu-NHMec fluorogenic cleavage | inhibition, % at 7.35 µM | hit rate 1.2% among 290,000;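 active = inhibition above the campaign mean inhibition over all tested compounds plus 3 SD, cut at about 28% in these data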;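 also: 0% = plate median of test compound wells and 100% = 2 mM ZnCl2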
OXTR ag – agonists of human oxytocin receptor; CHO-OTR cells, Fluo-8 calcium fluorescence; normalized: DMSO 0%, oxytocin 100%; activation, % at 3 µM; hit rate 0.32% among 320,000;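 active = activation above the mean of all tested compounds plus 3 SD, cutoff set per screening run, cut at about 20% in these data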;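 also: peak over basal fluorescence ratio from a 100 s FLIPR kinetic read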
Target sequence (P30559 whole entry, looked up): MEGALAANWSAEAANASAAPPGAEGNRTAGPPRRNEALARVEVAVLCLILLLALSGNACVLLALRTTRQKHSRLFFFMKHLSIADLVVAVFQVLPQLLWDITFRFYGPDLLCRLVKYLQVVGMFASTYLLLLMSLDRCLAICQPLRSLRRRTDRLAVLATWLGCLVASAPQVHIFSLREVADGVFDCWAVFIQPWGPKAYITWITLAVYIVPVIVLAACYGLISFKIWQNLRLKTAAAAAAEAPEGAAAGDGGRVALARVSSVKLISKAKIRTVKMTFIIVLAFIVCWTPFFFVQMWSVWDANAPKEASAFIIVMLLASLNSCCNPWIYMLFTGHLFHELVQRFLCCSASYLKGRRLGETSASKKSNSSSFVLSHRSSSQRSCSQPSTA
* marks the source's active call; other numbers are inactive results; · = no result given; & = joins results of further samples.

[1] COCCNc1nc(C)cc(-c2cc(C(=O)Nc3ccccc3)on2)n1
[2] CC1CCCC(NC(=S)Nc2cccc(S(=O)(=O)N(C)C)c2)C1C (stereo unspecified)
[3] CC1CNc2c(cccc2S(=O)(=O)N[C@@H](CCCN=C(N)N)C(=O)N2CC[C@@H](C)C[C@@H]2C(=O)O)C1 (stereo partly specified)
[4] COc1ccccc1P(=O)(c1ccccc1)c1ccccc1NC(C)=O (stereo unspecified)
[5] COc1ccc(Cc2nnc(NC(=O)c3ccc(C)cc3)s2)cc1OC
[6] Cc1cccc(N=C2C(=O)Nc3c(Cl)cccc32)c1
[7] Cc1ccc(C(=O)NC2(O)C(=O)c3ccccc3C2=O)cc1C
[8] C=CCn1c(=O)/c(=C2/SC(C)=C(C)N2CC)s/c1=C1/C(=O)N(CC)C(=S)N1c1ccccc1
compound no.	1	2	3	4	5	6	7	8
GPR7 antag	·	1	-15	-4	-16	12	-14	5
DNA FID counter	·	-21	-26	-15	-29	-1	0	-3
MEKK3 PB1 HTS	102	99	109&103	95	102	104	101	·
PHOSPHO1 inh	·	-20	24	32	24	32	38	100*
MEKK2mut PB1 HTS	4	-1	4&3	-27	4	2	-3	·
MEKK2 WT-MEK5	105	101	109&101	84	105	101	99	·
NALP1 inh	·	27	-6	12	-5	-7	·	26
PfM18AAP inh	·	5	2	4	-1	3	9	-5
OXTR ag	-1.1	9.4	·	-0.8	-0.4	0.7	1.3	0.2

[9] CN(C)S(=O)(=O)c1cccc(NC(=O)c2ccccc2OCc2ccc(F)cc2)c1
[10] CC(C(=O)O)N(C(=O)c1ccccc1)c1ccc(F)cc1 (stereo unspecified)
[11] N#Cc1ccc(N2CCN(c3ccc(F)cc3)CC2)cc1
[12] CCOC(=O)c1[nH]c2ccc(OC)cc2c1N=CN(C)C
[13] CCOC(=O)c1cnn(-c2ccccc2)c1-n1cccc1C(=O)C(=O)Nc1ccc(OC)cc1
[14] CC(C)CN(C(=O)COc1ccc(-c2nnco2)cc1)C1CCS(=O)(=O)C1 (stereo unspecified)
[15] COC1C(C)=C(C)C(=O)N1Cc1ccc(F)cc1 (stereo unspecified)
[16] CCn1c(C(O)c2ccc3c(c2)OCO3)nc2ccccc21 (stereo unspecified)
compound no.	9	10	11	12	13	14	15	16
GPR7 antag	15	-2	15	-3	-2	-16	-13	7
DNA FID counter	-21	0	-9	-1	-29	-8	-6	-5
MEKK3 PB1 HTS	102	94	85	106	107	101	105	105
PHOSPHO1 inh	23	29	-11	23	-6	-4	19	-1
MEKK2mut PB1 HTS	-7	-5	-5	0	3	7	7	2
MEKK2 WT-MEK5	96	95	98	107	107	104	106	107
NALP1 inh	2	-13	11	2	6	10	3	-8
PfM18AAP inh	4	5	2	0	-5	3	-3	-9
OXTR ag	0.9	0.6	-1.1	1.5	0.0	0.9	0.7	-0.1

Six compounds from above, sorted by heavy-atom count, ascending.
[15] COC1C(C)=C(C)C(=O)N1Cc1ccc(F)cc1 (stereo unspecified)
[12] CCOC(=O)c1[nH]c2ccc(OC)cc2c1N=CN(C)C
[14] CC(C)CN(C(=O)COc1ccc(-c2nnco2)cc1)C1CCS(=O)(=O)C1 (stereo unspecified)
[9] CN(C)S(=O)(=O)c1cccc(NC(=O)c2ccccc2OCc2ccc(F)cc2)c1
[8] C=CCn1c(=O)/c(=C2/SC(C)=C(C)N2CC)s/c1=C1/C(=O)N(CC)C(=S)N1c1ccccc1
[13] CCOC(=O)c1cnn(-c2ccccc2)c1-n1cccc1C(=O)C(=O)Nc1ccc(OC)cc1
compound no.	15	12	14	9	8	13
GPR7 antag	-13	-3	-16	15	5	-2
DNA FID counter	-6	-1	-8	-21	-3	-29
MEKK3 PB1 HTS	105	106	101	102	·	107
PHOSPHO1 inh	19	23	-4	23	100*	-6
MEKK2mut PB1 HTS	7	0	7	-7	·	3
MEKK2 WT-MEK5	106	107	104	96	·	107
NALP1 inh	3	2	10	2	26	6
PfM18AAP inh	-3	0	3	4	-5	-5
OXTR ag	0.7	1.5	0.9	0.9	0.2	0.0

Additional results follow.
[17] COC(=O)[C@@H]1CCCN1C(=O)CCc1nnc(CCc2c[nH]c3ccccc23)o1
[18] CNC(=S)NCCc1c[nH]c2ccc(OC)cc12
[19] NNC(=O)c1cc2nc(-c3cccs3)cc(C(F)(F)F)n2n1
[20] Cc1ccc(-c2csc3nc(SCC(=O)Nc4ccc(Cl)c(C(=O)O)c4)[nH]c(=O)c23)cc1
[21] Cc1csc(NC(=O)CSc2nnc(-c3cccs3)n2C)n1
[22] CCn1cc(C(=O)N2CCN(c3ccc([N+](=O)[O-])cc3)CC2)c(=O)c2ccc(C)nc21
[23] COC(C[C@H](O)CC(=O)COCc1ccccc1)OC
[24] CCS(=O)(=O)N1Cc2ccccc2CC1C(=O)Nc1cc(S(C)(=O)=O)ccc1Cl (stereo unspecified)
compound no.	17	18	19	20	21	22	23	24
GPR7 antag	-7	-4	-6	-8	-1	-14	·	-6
DNA FID counter	-24	-2	-5	-7	-13	-37	·	-36
MEKK3 PB1 HTS	93	101	109	101	93	103	107	105
PHOSPHO1 inh	41	-23	34	4	19	-8	31	20
MEKK2mut PB1 HTS	-9	0	0	-1	2	-3	4	10
MEKK2 WT-MEK5	85	97	100	102	98	100	100	104
NALP1 inh	11	-1	9	13	-4	25	·	3
PfM18AAP inh	9	5	0	5	2	9	·	5
OXTR ag	1.1	0.1	-1.3	-0.7	-0.9	-1.6	·	-0.2

[25] CCN(CC)CCNC(=O)c1cn(CC)c2cc(N3CCN(C(=O)c4ccco4)CC3)c(F)cc2c1=O
[26] Cc1ccc(S(=O)(=O)NC2(C(F)(F)F)NC(=O)N(CCc3ccccc3)C2=O)cc1 (stereo unspecified)
[27] Clc1ccccc1-c1ccc(/C=N/n2cnnc2)o1
[28] O=C(NCCN1CCOCC1)c1ccc(Cl)c(S(=O)(=O)N2CCCCCC2)c1
[29] O=[N+]([O-])c1ccc(N2CCNCC2)cc1NCc1cccnc1
[30] CN(C)CCCN(C(=O)c1ccc(S(=O)(=O)N2CCCCCC2)cc1)c1nc2ccc(F)cc2s1
[31] Cc1ccc(NC(=O)CC(C)S(=O)(=O)c2ccc3c(c2)NC(=O)CO3)cc1C (stereo unspecified)
[32] Fc1ccccc1C1c2[nH]c3ccccc3c2CCN1Cc1cccn1-c1ncccn1 (stereo unspecified)
compound no.	25	26	27	28	29	30	31	32
GPR7 antag	-15	-14	-17	0	2	18	-9	0
DNA FID counter	2	-12	-12	-3	2	22	-23	10
MEKK3 PB1 HTS	95	104	98	103	99	110	96	110
PHOSPHO1 inh	33	32	-7	18	-8	-7	48	9
MEKK2mut PB1 HTS	-7	15	-1	3	0	21	-1	35
MEKK2 WT-MEK5	103	106	103	105	99	158*	94	132
NALP1 inh	2	-25	4	18	24	19	6	-6
PfM18AAP inh	4	2	4	-1	7	-11	2	5
OXTR ag	-0.1	-1.2	-0.1	1.1	0.5	5.6	0.5	-1.7

[33] O=C(CCS(=O)(=O)Cc1ccccc1)Nc1nc2c(s1)CCCC2
[34] Cc1ccc(S(=O)(=O)NC(C(=O)O)c2ccccc2)cc1 (stereo unspecified)
[35] CCn1nnc(NC(=O)c2cccnc2Cl)n1
[36] CCSc1nc2c(c(=O)[nH]c(=O)n2C)n1CC(O)COc1ccccc1C (stereo unspecified)
[37] Cc1cccc2[nH]c(CN(C)C(=O)CC3C(=O)NCCN3CC(C)(C)C)nc12 (stereo unspecified)
[38] CSc1ccc(S(=O)(=O)Nc2ccc3c4c(cccc24)CC3)cc1
[39] Cc1ccccc1C(=O)NC(C(=O)Nc1nc2c(s1)CCCC2)C(C)C (stereo unspecified)
[40] CC(=O)N1CCN(c2ccc(NC(=O)c3cccc([N+](=O)[O-])c3)cc2)CC1
compound no.	33	34	35	36	37	38	39	40
GPR7 antag	-12	-7	7	6	-15	-14	-6	-4
DNA FID counter	-18	8	1	-30	-15	-8	-9	-11
MEKK3 PB1 HTS	107	97	108	102	102	97	107	102
PHOSPHO1 inh	-5	56	4	4	-15	50	-22	-39
MEKK2mut PB1 HTS	4	0	5	3	2	-10	3	3
MEKK2 WT-MEK5	108	102	117	99	101	93	106	102
NALP1 inh	2	-3	11	-9	2	6	11	-8
PfM18AAP inh	0	6	8	-2	5	0	0	8
OXTR ag	5.9	-0.5	-0.1	-0.2	-0.6	0.8	-1.7	0.7

[41] CS(=O)(=O)c1nc(S(=O)(=O)c2ccc(Cl)cc2)c(NCCCN2CCCC2=O)s1
[42] CCOC(=O)C1CCN(C(=O)CN(c2cccc(C(F)(F)F)c2)S(C)(=O)=O)CC1
[43] CC(c1ccccc1)N1CC(C(=O)N2CCN(c3ccccc3)CC2)CC1=O (stereo unspecified)
[44] Cc1[nH][nH]c(=O)c1C(c1cc(Br)ccc1O)c1c(C)[nH][nH]c1=O
[45] Cc1ccc(S(=O)(=O)NNC(=O)C(O)(c2ccccc2)c2ccccc2)cc1
[46] Cc1c(C#N)c2ncn(CC#N)c(=O)c2n1-c1ccccc1
[47] CNC(=S)N1CCN(c2ccc(OC)cc2)CC1
[48] O=C(CNC(=O)c1cccs1)N/N=C/c1cccc(Cl)c1
compound no.	41	42	43	44	45	46	47	48
GPR7 antag	-5	-4	0	0	-1	6	-2	6
DNA FID counter	-31	-19	-29	-3	-13	-2	5	-16
MEKK3 PB1 HTS	101	104	97	105	96	122*	88	96
PHOSPHO1 inh	26	-6	2	46	-1	21	-32	32
MEKK2mut PB1 HTS	0	2	-6	3	-3	11	-7	2
MEKK2 WT-MEK5	101	103	97	103	95	120	88	98
NALP1 inh	-7	1	3	-2	-24	31	1	23
PfM18AAP inh	2	-2	1	22	7	3	2	6
OXTR ag	-0.2	1.0	-0.8	0.6	0.8	-0.2	0.1	-0.4

[49] CCN(CC)C(=O)C1CCCN(C(=O)c2cc(COc3ccc4ncccc4c3)on2)C1 (stereo unspecified)
[50] CCOC(=O)c1ccccc1NC(=O)c1c(O)c2ccccc2n(CC)c1=O
[51] CCOC(=O)C(=O)NN=C(c1ccccc1)c1ccccc1
[52] Cc1ccc(S(=O)(=O)N(C)C)cc1NC(=O)c1ccccc1Br
[53] NC(=O)NC(=O)CN1C(=O)NC2(CCOc3ccccc32)C1=O (stereo unspecified)
[54] O=C(O)CCCN1C(=O)c2ccccc2Sc2ncccc21
[55] COc1cccc(C2=CC(c3cccs3)n3nnnc3N2)c1 (stereo unspecified)
[56] O=C(c1ccccc1)N1CCCCC(S(=O)(=O)c2ccc3ccccc3c2)C1=O (stereo unspecified)
compound no.	49	50	51	52	53	54	55	56
GPR7 antag	1	-17	-14	-9	-6	-14	17	-10
DNA FID counter	-43	-1	-10	3	-4	-6	-7	-13
MEKK3 PB1 HTS	100	106	91	105	97	107	104	112
PHOSPHO1 inh	17	-14	-8	-100	27	18	-3	5
MEKK2mut PB1 HTS	3	12	-15	-2	-3	13	-5	4
MEKK2 WT-MEK5	97	110	95	99	95	112	95	103
NALP1 inh	-12	21	2	5	6	-5	-2	·
PfM18AAP inh	-7	1	2	5	-2	0	11	1
OXTR ag	4.8	-0.5	-1.6	1.0	1.2	·	-1.0	-0.3

[57] CCCNC(=S)N1CCC(n2cnc3ccccc32)CC1
[58] COC(=O)C12CCC(C)(c3nc4ccccc4nc31)C2(C)C (stereo unspecified)
[59] O=C(c1ccco1)N(Cc1cccs1)C1CCS(=O)(=O)C1 (stereo unspecified)
[60] CC(=O)c1sc(NC(=O)C2(F)C(F)(F)C(F)(F)C(F)(F)C(F)(F)C2(F)F)nc1C
compound no.	57	58	59	60
GPR7 antag	1	-3	5	11
DNA FID counter	-6	-9	-5	-13
MEKK3 PB1 HTS	94	102	99	93
PHOSPHO1 inh	41	45	23	24
MEKK2mut PB1 HTS	-5	12	2	-4
MEKK2 WT-MEK5	94	101	97	94
NALP1 inh	-6	2	10	14
PfM18AAP inh	1	-4	3	0
OXTR ag	1.6	-2.4	-0.2	21*
